Source: PubChem
Pin1 inhibitor = inhibitors of human Pin1 | 390,000 compounds, 0.009% hits | Pin1 FP peptide displacement, HiFluor488, 10 min | AID 504891 | Q13526 | Potency, µM (doses to about 115 µM), without a hit: at the highest dose activity, negative = inhibition, actives largely listed as inhibitors; active means well fitted inhibition curve with a large enough effect in the polarisation, with a control signal flat, not every such curve was filed as active; inconclusive means small, poorly fitted or top-dose-only effect, or effect the other way, or a change in a side signal; inactive means no such curve, though single readings can be large or run the other way; the % refers to the polarisation; further: potency means the concentration at half of the fitted maximal effect; on the % scale 0 is the no-effect control and ±100 the full control effect
Target sequence (Q13526 whole entry, looked up): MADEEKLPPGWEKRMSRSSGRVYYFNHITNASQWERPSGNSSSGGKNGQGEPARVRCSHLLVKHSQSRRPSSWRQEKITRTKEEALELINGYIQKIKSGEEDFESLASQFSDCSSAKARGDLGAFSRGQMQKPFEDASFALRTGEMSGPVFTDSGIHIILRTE
Tb PGK inh = inhibitors of T. brucei phosphoglycerate kinase. P07378. PGK/GAPDH coupled, Kinase-Glo luminescence, 60 min. Potency, µM (top dose mostly 57.5 µM), without a hit: top-dose activity change, negative = inhibition, usual class: inhibitors. 380,000 compounds, 0.043% hits. AID 602233; further: potency means the concentration at half of the fitted maximal effect; on the % scale 0 is the no-effect control and ±100 the full control effect; nearly all actives have a fitted effect of over 60% in size
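Luminescent ATP detection (Kinase-Glo Plus) follows a 60-minute room-temperature incubation, with wells lacking PGK as controls. Buffer: 100 mM TEA (pH 7.6), 5 mM MgCl2, 0.01% Tween-20. Coupling enzyme GAPDH (100 nM final) supplies unstable 1,3-BPG in-well.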
GLS inhibitor = blocks human kidney-isoform glutaminase activity; AID 624170; GLS enzymatic activity, qHTS titration; 410,000 compounds, 0.21% hits; Potency, µM (top dose mostly 45.5 µM), without a hit: at the highest dose activity change, negative = inhibition, most hits filed as inhibitors; further: potency means the concentration at half of the fitted maximal effect; on the % scale 0 is the no-effect control and ±100 the full control effect
Target sequence (O94925 whole entry, looked up, canonical isoform): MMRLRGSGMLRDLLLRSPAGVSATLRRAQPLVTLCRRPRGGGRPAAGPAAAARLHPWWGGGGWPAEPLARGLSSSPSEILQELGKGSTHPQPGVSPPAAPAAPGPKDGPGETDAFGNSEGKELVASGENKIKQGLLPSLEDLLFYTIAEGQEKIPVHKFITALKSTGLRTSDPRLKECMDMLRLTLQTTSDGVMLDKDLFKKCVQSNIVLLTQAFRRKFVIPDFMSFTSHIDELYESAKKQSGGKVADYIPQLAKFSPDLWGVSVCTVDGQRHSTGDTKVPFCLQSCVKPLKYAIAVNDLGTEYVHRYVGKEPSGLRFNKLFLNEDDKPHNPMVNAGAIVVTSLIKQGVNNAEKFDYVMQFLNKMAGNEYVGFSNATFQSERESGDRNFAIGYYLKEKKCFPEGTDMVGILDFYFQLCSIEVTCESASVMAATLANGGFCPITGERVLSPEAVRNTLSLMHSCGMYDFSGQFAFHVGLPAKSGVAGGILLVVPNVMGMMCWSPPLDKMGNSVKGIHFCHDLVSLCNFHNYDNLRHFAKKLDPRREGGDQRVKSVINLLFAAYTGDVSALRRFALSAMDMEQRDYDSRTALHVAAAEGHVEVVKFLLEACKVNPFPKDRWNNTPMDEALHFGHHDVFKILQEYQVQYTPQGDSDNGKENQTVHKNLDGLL
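Read-out is an Amplex red fluorescence increase coupled through glutamate oxidase and HRP, measured before and after 30 min room-temperature incubation. hKGA is in 45 mM KH2PO4 (pH 8.2) with 0.02% Tween-20; glutamine added as 1mM solution.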
ERG-DNA inh = inhibitors of human ERG Ets domain-DNA interaction. P11308. 370,000 compounds, 0.028% hits. AID 624246. fluorescence polarization, His-ERG Ets domain / labelled DNA. Potency, µM (top dose mostly 76.9 µM), without a hit: at the highest dose FP activity, negative = inhibition, usual class: inhibitors; active means well fitted inhibition curve with a large enough effect in the polarisation, with a control signal flat; inconclusive means small, poorly fitted or top-dose-only effect, or effect the other way, or a change in a side signal; inactive means no such curve, though single readings can be large or run the other way; the % refers to the polarisation;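 further: polarization taken with two DNA probes labelled with fluorescein and Texas red; potency means the concentration at half of the fitted maximal effect; % of control where 0% means no effect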
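His-tagged ERG Ets domain (1 uM in the protein solution; 300mM KCl, 50mM Tris-HCl, 1mM EDTA, 1mM DTT, pH 7.5) received compound, then a probe mix of 5 nM fluorescein-DNA and 100nM Texas-615-DNA. Fluorescence polarization was read for both dyes.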
HP1b binding inh = blocks HP1-beta chromodomain binding to methylated histone tails; P83916; AlphaScreen HP1-beta / biotin-H3K9me3 peptide binding; Potency, µM (highest dose often 114 µM), for inactives: top-dose activity change, negative = inhibition, actives largely listed as inhibitors; 390,000 compounds, 0.56% hits; AID 540317; further: potency means the concentration at half of the fitted maximal effect; nearly all actives have a fitted effect of over 70% in size; inactives centre near 23
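AlphaScreen: HP1-beta (50 nM) preformed 30 min with biotin-H3(1-18)K9me3 peptide (50 nM) in PBS pH 7.4, 0.01% Tween-20. Compound added for 30 min at RT, then streptavidin donor/nickel chelate acceptor beads (10 ug/mL) for 30 min.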
JMJD2A Tudor = JMJD2A Tudor domain (human) inhibition; O75164; AlphaScreen JMJD2A-Tudor / H3K4me3 peptide binding; Potency, µM (highest dose often 114 µM), for the others: at the top dose activity change, negative = inhibition, hits mostly inhibitors; 390,000 compounds, 4.4% hits; AID 504339; further: potency means the concentration at half of the fitted maximal effect; on the % scale 0 is the no-effect control and ±100 the full control effect; nearly all actives have a fitted effect of over 50% in size
PI4K2A block = PI4K2A (human) kinase inhibition; AID 1346378; purified PI4K2A, ADP-Glo luminescence, 1 h; stronger effect = lower value; activity change, negative = inhibition, % at 76.9 µM; Q9BTU6; 420,000 compounds, 0.13% hits; in the data active means activity change below about -50%; inconclusive means mostly about -30% to -49%;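 further: -100% = wells without enzyme as full effect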
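PI4K2A activity was measured by ADP-Glo luminescence: enzyme (4 ug/mL stock) and phosphatidylinositol (1.2 mM stock) in Tris pH 7.5/MgCl2/EGTA/Triton X-100 buffer were reacted with ATP (300 microM stock) for one hour at ambient temperature.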
G9a block = blocks human histone lysine methyltransferase G9a; Q96KQ7; G9a H3K9 monomethylation, AlphaScreen, 2 h; Potency, µM (series often up to 102 µM), for the others: top-dose activity, negative = inhibition, usual class: inhibitors; 350,000 compounds, 8.8% hits; AID 504332; further: potency means the concentration at half of the fitted maximal effect; on the % scale 0 is the no-effect control and ±100 the full control effect; nearly all actives have a fitted effect of over 75% in size
Target sequence (Q96KQ7 913-1193 limits assumed): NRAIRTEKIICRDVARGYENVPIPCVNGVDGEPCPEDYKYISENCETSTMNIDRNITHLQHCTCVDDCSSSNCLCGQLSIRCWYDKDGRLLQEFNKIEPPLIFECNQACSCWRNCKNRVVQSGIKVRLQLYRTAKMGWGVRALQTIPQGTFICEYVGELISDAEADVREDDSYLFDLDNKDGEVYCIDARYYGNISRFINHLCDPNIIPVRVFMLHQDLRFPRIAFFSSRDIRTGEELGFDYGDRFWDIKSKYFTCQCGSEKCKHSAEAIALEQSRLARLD
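Chemiluminescent proximity detection of H3K9 monomethylation, read after 10 min bead incubation in the dark. Reaction: 20 nM G9a, 500 nM biotin-H3K9 peptide, 20 uM SAM cofactor, 2 h, room temperature, following 15 min enzyme-compound preincubation.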
BAZ2B inh = inhibitors of human BAZ2B bromodomain. Potency, µM (doses to about 114 µM), for inactives: at the top dose activity change, negative = inhibition, most hits filed as inhibitors. AlphaScreen BAZ2B-H3K14Ac peptide displacement. Q9UIF8. 360,000 compounds, 4.4% hits; further: potency means the concentration at half of the fitted maximal effect; on the % scale 0 is the no-effect control and ±100 the full control effect; nearly all actives have a fitted effect of over 60% in size
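Inhibition is scored as reduced AlphaScreen emission. The BAZ2B/b-H3(5-23)K14Ac complex (50 nM each) in PBS pH 7.4, 0.01% Tween-20 meets compound (up to 110 uM) for 30 min at RT before bead addition.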
Active calls of the source: *; & = joins results of further samples; [ ] = remark or other dose. Unless noted, the call rests on the fitted dose curve; in most records, active means well fitted curve in the direction sought with a large enough effect; inconclusive means small, poorly fitted or top-dose-only effect, or another doubt; inactive means no such curve, though single readings can be large; an effect the other way counts as inactive or inconclusive.

`CCC(=O)N1c2ccccc2CC1C(=O)N1CCN(c2ccccc2)CC1` (stereo unspecified) gave Pin1 inhibitor -9%, Tb PGK inh inactive, GLS inhibitor 5%, ERG-DNA inh -11%, HP1b binding inh 17%, JMJD2A Tudor -7%, PI4K2A block -5, G9a block -1%[59 µM] and BAZ2B inh -1%.
For CC(=O)Nc1cccc(NC(=O)c2cccc3cccnc23)c1 the results were Pin1 inhibitor -7%, Tb PGK inh 1%, GLS inhibitor -10%, ERG-DNA inh -8%, HP1b binding inh 13%, JMJD2A Tudor -5%, PI4K2A block -20, G9a block -41% and BAZ2B inh -21%.
Screening CCCC[n+]1ccc(-c2nc3ccc([N+](=O)[O-])cc3[nH]2)cc1 returned Pin1 inhibitor 12%, Tb PGK inh -1%, GLS inhibitor 0%, HP1b binding inh 18%, JMJD2A Tudor -24%, PI4K2A block 2, G9a block -48%[59 µM] and BAZ2B inh -19%.
Cc1nnc(N2C(=O)c3oc4ccccc4c(=O)c3C2c2ccc(Cl)cc2)s1 (stereo unspecified) was read as Pin1 inhibitor -2%, Tb PGK inh inactive, GLS inhibitor -11%, ERG-DNA inh 5%, HP1b binding inh -9%, JMJD2A Tudor inconclusive, PI4K2A block 3, G9a block -28%[59 µM] and BAZ2B inh -2%.
For O=C(O)c1ccccc1NC(=O)c1cc2ccccc2oc1=O the results were Pin1 inhibitor 9%, Tb PGK inh inactive, GLS inhibitor 1%, ERG-DNA inh 1%, HP1b binding inh 35%, JMJD2A Tudor 0%, PI4K2A block -8, G9a block 50µM* and BAZ2B inh -17%.
CCCCn1c(=O)c2c(nc3n2CCCN3Cc2ccccc2)n(C)c1=O was read as Pin1 inhibitor 4%, Tb PGK inh -2%, GLS inhibitor -1%, ERG-DNA inh -4%, HP1b binding inh -10%, JMJD2A Tudor -31%, PI4K2A block -2, G9a block inconclusive and BAZ2B inh -28%.
Screening O=C(Cn1ccc(NC(=O)OCc2ccccc2)nc1=O)NCCCc1ccccc1 returned Pin1 inhibitor 4%, Tb PGK inh -5%, GLS inhibitor 1%, ERG-DNA inh 19%, HP1b binding inh 40%[activator], JMJD2A Tudor -7%, PI4K2A block -10, G9a block -9%[0.501 µM] and BAZ2B inh -4%.
For COc1ccc(C2c3cc(OC)c(OC)cc3CCN2C(=O)c2cccc([N+](=O)[O-])c2)cc1OC (stereo unspecified) the results were Pin1 inhibitor 1%, Tb PGK inh -2%, GLS inhibitor -6%, ERG-DNA inh 11%, HP1b binding inh -1%, JMJD2A Tudor inconclusive, PI4K2A block -1, G9a block 14%[2.33 µM] and BAZ2B inh -38%.
COc1ccc(Nc2cc(Nc3cc(OC)c(OC)c(OC)c3)ncn2)cc1 was read as Pin1 inhibitor inconclusive, Tb PGK inh -4%, GLS inhibitor -5%, ERG-DNA inh -5%, HP1b binding inh 17%, JMJD2A Tudor -32%, PI4K2A block 5, G9a block -28% and BAZ2B inh -25%.
For COc1ccc(CSC(=N)N)cc1[N+](=O)[O-] the results were Pin1 inhibitor -6%, Tb PGK inh -5%, GLS inhibitor -1%, ERG-DNA inh -6%, HP1b binding inh 41%[activator], JMJD2A Tudor -17%, PI4K2A block -8, G9a block 3% and BAZ2B inh -2%.
For CCn1c2ccccc2c2cnc(N=CN(C)C)c(C#N)c21 the results were Pin1 inhibitor 7%, Tb PGK inh 1%, GLS inhibitor -1%, ERG-DNA inh -4%, HP1b binding inh 18%, JMJD2A Tudor -6%, PI4K2A block 5, G9a block 23%[12.7 µM] and BAZ2B inh 1%.
N#Cc1sc2nc(C3CC3)cc(-c3ccccc3)c2c1N was read as Pin1 inhibitor 0%, Tb PGK inh -9%, GLS inhibitor -4%, ERG-DNA inh 1%, HP1b binding inh 263%[activator], JMJD2A Tudor 115%[activator], PI4K2A block 4, G9a block 185%[activator] and BAZ2B inh 145%[activator].
N#C/C(=C/c1ccc([N+](=O)[O-])cc1)C(N)=O was read as Pin1 inhibitor 2%, Tb PGK inh -3%, GLS inhibitor 0%, ERG-DNA inh 12%, HP1b binding inh 26%, JMJD2A Tudor 6%, PI4K2A block 3, G9a block inconclusive and BAZ2B inh -8%.
`C/C(=N\NC(=O)CC#N)c1cc2ccccc2oc1=O` gave Pin1 inhibitor 7%, Tb PGK inh -1%, GLS inhibitor 3%, ERG-DNA inh 10%, HP1b binding inh 34%[activator], JMJD2A Tudor 0%, PI4K2A block -1, G9a block 23%[59 µM] and BAZ2B inh -6%.
`Cc1cccc(NC(=O)Nc2ccc([N+](=O)[O-])cc2)n1` gave Pin1 inhibitor 2%, Tb PGK inh -1%, GLS inhibitor -7%, ERG-DNA inh 3%, HP1b binding inh 15%, JMJD2A Tudor -11%, PI4K2A block 4 and G9a block 1%.
CN(Cc1ccccc1)C(=O)c1ccc(S(=O)(=O)N(C)c2ccccc2)cc1 was read as Pin1 inhibitor 10%, Tb PGK inh -3%, GLS inhibitor -10%, ERG-DNA inh 15%, HP1b binding inh 37%[activator], JMJD2A Tudor -20% and PI4K2A block -4.
Screening COc1cccc(CNC(=O)CN2C(=O)COc3ccc(S(=O)(=O)N4CCCCC4)cc32)c1 returned Pin1 inhibitor -1%&2%, Tb PGK inh 2%&14%, GLS inhibitor 2%&-10%, ERG-DNA inh 5%&1%, HP1b binding inh 49%&41%[activator], JMJD2A Tudor -9%&-11%, PI4K2A block 3&-7, G9a block -37%[59 µM] and BAZ2B inh inconclusive.
`CCc1ccccc1NC(=O)CCCSc1nc(-c2ccco2)cc(C(F)(F)F)n1` gave Pin1 inhibitor -2%, Tb PGK inh -1%, GLS inhibitor -7%, ERG-DNA inh -1%, HP1b binding inh 17%, JMJD2A Tudor -11%, PI4K2A block 3, G9a block 11%[59 µM] and BAZ2B inh -3%.
`CCOC(=O)c1cccc(NC(=O)CSc2nnnn2CC)c1` gave Pin1 inhibitor -2%, Tb PGK inh -3%, GLS inhibitor -16%, ERG-DNA inh 2%, HP1b binding inh 29%, JMJD2A Tudor -9%, PI4K2A block -6, G9a block 0% and BAZ2B inh 7%.
`COc1ccc(CC(=O)NNC(=O)c2ccc(Br)o2)cc1` gave Pin1 inhibitor -5%, Tb PGK inh -7%, GLS inhibitor 18%, ERG-DNA inh -5%, HP1b binding inh 27%, JMJD2A Tudor -3%, PI4K2A block -3, G9a block 7% and BAZ2B inh -19%.
`CCc1nc(SCC(=O)O)c(C#N)c2c1CCCC2` gave Pin1 inhibitor inconclusive, Tb PGK inh 4%, GLS inhibitor -7%, ERG-DNA inh -1%, HP1b binding inh 45%[activator], JMJD2A Tudor 2%[57.1 µM], PI4K2A block 1, G9a block 1% and BAZ2B inh -9%.
`Cn1c(SCC(=O)Nc2ccc3c(c2)OCO3)nnc1C(F)(F)F` gave Pin1 inhibitor 0%, Tb PGK inh 5%, GLS inhibitor 11%, ERG-DNA inh -2%, HP1b binding inh 37%[activator], JMJD2A Tudor -14% and PI4K2A block -4.
Screening COc1ccc(CNC(=O)c2cc(C)nc3c2c(C)nn3-c2cccc(Cl)c2C)cc1 returned Pin1 inhibitor -1%, Tb PGK inh -4%, GLS inhibitor -4%, ERG-DNA inh 1%, HP1b binding inh 15%, JMJD2A Tudor -14%, PI4K2A block 2, G9a block 5%[59 µM] and BAZ2B inh 8%[57.1 µM].
Screening O=C(NCc1ccccc1)c1onc(CSc2ccc(Cl)cc2)c1C(=O)NCc1ccccc1 returned Pin1 inhibitor 8%, Tb PGK inh inactive, GLS inhibitor -9%, ERG-DNA inh 3%, HP1b binding inh 56%[activator], JMJD2A Tudor 4%, PI4K2A block 7, G9a block 24%[59 µM] and BAZ2B inh 8%.
For Cc1ccc(NC(=O)CSc2nnc(-c3cccs3)o2)cc1S(=O)(=O)N1CCCCC1 the results were Pin1 inhibitor 10%, Tb PGK inh inactive, GLS inhibitor 21%, ERG-DNA inh 6%, HP1b binding inh 31%, JMJD2A Tudor 8%[57.1 µM], PI4K2A block 3, G9a block 12%[59 µM] and BAZ2B inh -23%.
For COc1ccccc1C(=O)NNC(=O)c1nn(Cc2ccccc2)c(=O)c2ccccc12 the results were Pin1 inhibitor 19%, Tb PGK inh -9%, GLS inhibitor 2%, ERG-DNA inh 4%, HP1b binding inh 8%, JMJD2A Tudor -17%, PI4K2A block -5, G9a block 14% and BAZ2B inh 7%.
For COCCCNC(=S)NC(=O)c1ccc([N+](=O)[O-])cc1 the results were Pin1 inhibitor -1%, Tb PGK inh 11%, GLS inhibitor 7%, ERG-DNA inh -6%, HP1b binding inh 5%, JMJD2A Tudor -20%, PI4K2A block 5, G9a block -14%[59 µM] and BAZ2B inh -10%.
COC(=O)c1ccc(CN(c2ccc(C(=O)O)c(O)c2)S(=O)(=O)c2ccc(Cl)c([N+](=O)[O-])c2)cc1 was read as Pin1 inhibitor 0%, Tb PGK inh 0%, GLS inhibitor inconclusive, ERG-DNA inh 1%, HP1b binding inh -10%, JMJD2A Tudor inconclusive, PI4K2A block 5, G9a block 12%[2.33 µM] and BAZ2B inh inconclusive.
COc1cccc(CNC(=O)N2CCN(c3ccccc3Cl)CC2)c1 was read as Pin1 inhibitor 4%, Tb PGK inh 10%, GLS inhibitor 1%, ERG-DNA inh 0%, HP1b binding inh 18%, JMJD2A Tudor -6%, PI4K2A block -4, G9a block 3% and BAZ2B inh 5%.

Compounds as they come, and some 11% of all compounds hit somewhere here.
